TbMetRS inhib: blocks T. brucei methionyl-tRNA synthetase activity; 0.4% of 360,000 active; purified T. brucei MetRS, ATP depletion, Kinase-Glo luminescence; inhibition, % at 11.9 µM;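 active = inhibition above a per-plate cutoff of the control wells' mean inhibition plus 3 SD, cut at about 5.5% in these data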;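 also: 0% = DMSO wells median and 100% = median of wells with control inhibitor compound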
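Test system – parasite MetRS enzyme · Reagent – substrates ATP, L-methionine and bulk Escherichia coli tRNA · Doses – 11.9 µM compound single dose, 0.9% DMSO · Times – 15 min enzyme-compound preincubation, 2 h reaction, 10 min detection, 25 °C · Signal – Kinase-Glo luminescence, ATP depletion format · Controls – DMSO-only wells as low control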
Rpn11 inh: inhibitors of human proteasome Rpn11; O00487; human 26S proteasome, Ub4-pepOG fluorescence polarization; 20S core pre-blocked with epoxomicin; calls only at 20 µM; 0.59% of 360,000 active; AID 588493;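 active = inhibition at 20 µM, scaled to each plate's controls, above about 33%, limit read from the data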
NadD inh: NadD (S. aureus) enzyme inhibition; purified NadD enzyme, colorimetric absorbance read-out; inhibition, % at 20 µM; 0.78% of 360,000 active; AID 602399; in the data active = inhibition above about 26%; also: some compounds past the cut are filed as inactive
Scp-1 inhibitor: blocks human Scp-1 phosphatase activity. Q9GZU7. Recombinant Scp1, phosphopeptide, malachite green phosphate absorbance. inhibition, % at 20 µM. 0.88% of 340,000 active. AID 493091;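 active = inhibition above about 50% at 20 µM, limit read from the data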;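 also: plate controls were DMSO wells with enzyme for no effect and wells lacking enzyme for full effect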
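Test system – truncated SCP-1 phosphatase (76-261aa) · Reagent – Phosphorylated 17-residue peptide substrate · Incubation – 45 min room-temperature reaction, 5 min colour, 30 min stabiliser · Detection – colorimetric phosphate reagent with accelerator and stabiliser, absorbance at 630 nm · Measure – % inhibition at 20 µM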
DNMT1 block: blocks human DNA methyltransferase DNMT1 | DNMT1 molecular beacon, Hinp1I cleavage, fluorescence | 0.83% of 360,000 active | inhibition (reported as % activation of signal), % at 10 µM; in the data active = inhibition above about 50%
Target sequence (P26358 504-1616 limits assumed): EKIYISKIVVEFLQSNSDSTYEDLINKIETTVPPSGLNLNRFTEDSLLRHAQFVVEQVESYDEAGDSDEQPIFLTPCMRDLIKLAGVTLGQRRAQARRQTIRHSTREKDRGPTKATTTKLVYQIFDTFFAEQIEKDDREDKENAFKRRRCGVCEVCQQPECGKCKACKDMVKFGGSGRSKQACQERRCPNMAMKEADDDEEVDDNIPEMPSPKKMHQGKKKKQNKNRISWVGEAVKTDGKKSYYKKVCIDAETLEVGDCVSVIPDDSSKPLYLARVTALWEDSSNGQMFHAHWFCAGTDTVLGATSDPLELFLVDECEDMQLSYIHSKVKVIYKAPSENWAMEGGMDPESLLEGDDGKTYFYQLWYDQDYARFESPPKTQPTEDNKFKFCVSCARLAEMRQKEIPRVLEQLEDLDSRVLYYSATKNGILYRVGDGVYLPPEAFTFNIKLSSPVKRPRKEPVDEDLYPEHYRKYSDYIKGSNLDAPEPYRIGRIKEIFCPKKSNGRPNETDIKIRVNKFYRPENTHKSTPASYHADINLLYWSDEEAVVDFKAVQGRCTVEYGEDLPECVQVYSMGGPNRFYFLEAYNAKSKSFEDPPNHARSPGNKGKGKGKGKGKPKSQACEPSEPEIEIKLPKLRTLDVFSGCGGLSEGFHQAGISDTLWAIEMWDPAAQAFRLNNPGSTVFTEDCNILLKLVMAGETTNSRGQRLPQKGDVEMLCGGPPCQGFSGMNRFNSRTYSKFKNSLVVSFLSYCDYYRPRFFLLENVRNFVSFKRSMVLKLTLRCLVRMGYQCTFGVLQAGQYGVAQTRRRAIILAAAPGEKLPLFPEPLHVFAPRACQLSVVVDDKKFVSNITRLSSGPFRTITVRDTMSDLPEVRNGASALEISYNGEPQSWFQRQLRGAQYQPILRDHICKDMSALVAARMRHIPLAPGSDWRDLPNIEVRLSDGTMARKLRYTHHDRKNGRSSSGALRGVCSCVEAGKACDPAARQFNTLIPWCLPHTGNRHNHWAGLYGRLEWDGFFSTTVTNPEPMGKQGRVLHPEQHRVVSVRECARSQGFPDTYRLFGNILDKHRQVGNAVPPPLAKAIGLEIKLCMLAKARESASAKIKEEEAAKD
SUMO1-SIM PPI: alters human SUMO1 binding to SIM partners; SUMO1 binding to a labelled peptide, TR-FRET, 1 h; P63165; AID 602429; 0.33% of 360,000 active; inhibition, % at 20 µM; in the data active = inhibition above about 37%
CSN inh: blocks human CSN-mediated cullin deneddylation; inhibition, % at 12.5 µM; 0.38% of 360,000 active; Purified CSN, SCF-Nedd8-OG deneddylation, fluorescence polarization;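 active = pattern-corrected inhibition above about 35%, with an unprinted fluorescence ratio check between 0.5 and 1.5, limit read from the data, passing the limit was not always enough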;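 also: 0% = enzyme with substrate and 100% = substrate without enzyme; some results filed as inactive read as strong as hits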
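assay system = purified human Csn5 enzyme expressed in HEK293T cells | amount = 0.24 nM enzyme | buffer or medium = Tris/NaCl/DTT buffer, pH 7.5 | reagent = 10 nM SCFSkp2-Nedd8OG | compound = one concentration, 12.5 µM, 0.25% DMSO | times = 90 min reaction at room temperature | signal = FP | read-out basis = % inhibition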
PABP1 MLLE inh: inhibitors of microRNA-mediated deadenylation, human PABP1 MLLE binding; P11940; GST-MLLE / FITC-PAM2 fluorescence polarization; inhibition, % at 20 µM; 0.36% of 360,000 active; AID 588489; in the data active = inhibition above about 35%, passing the limit was not always enough;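 also: plate controls were DMSO wells with GST-MLLE for no effect and wells lacking GST-MLLE protein for full effect; some results filed as inactive read as strong as hits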
STEP block: inhibitors of human striatal-enriched phosphatase STEP. inhibition, % at 20 µM. recombinant STEP, OMFP fluorogenic substrate, fluorescence. 0.25% of 360,000 active. P54829;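 active = inhibition at 20 µM, scaled per plate between control wells, above about 37%, limit read from the data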;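 also: 0% = DMSO with enzyme and substrate and 100% = substrate only without enzyme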
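medium = Bis-Tris buffer pH 6.0, 2.5 mM DTT, 0.005% Tween 20 | test system = STEP (striatal-enriched tyrosine phosphatase) enzyme, cell-free | measure = normalized % inhibition | compound dosing = 20 µM, 1% DMSO | also added = 25 µM OMFP | schedule = reaction 20 min, ambient temperature | measured by = fluorescence read at 480 nm ex / 540 nm em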
LMPTP inh: LMPTP (human) inhibition; inhibition, % at 20 µM; 0.22% of 360,000 active; P24666; recombinant LMPTP-A, OMFP fluorogenic substrate, fluorescence intensity;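 active = compounds that cut the enzyme signal by at least half of the control window in the single-dose screen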;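 also: plate controls were DMSO wells with enzyme plus substrate for no effect and substrate without enzyme for full effect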
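Buffer or medium: Bis-Tris pH 6.0, DTT, detergent; Assay system: LMPTP-A enzyme; Quantity: 0.625 nM enzyme; Detection: endpoint fluorescence intensity; Times: 50 min dark incubation at room temperature; Controls: substrate-only low control, DMSO enzyme-plus-substrate high control; Doses: single 20 µM dose; Read-out: percent inhibition versus substrate-only and uninhibited controls; Reagent: 400 µM OMFP.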
Numbers without * were called inactive; i = inactive; x = not tested or not shown.

SMILES	TbMetRS inhib	Rpn11 inh	NadD inh	Scp-1 inhibitor	DNMT1 block	SUMO1-SIM PPI	CSN inh	PABP1 MLLE inh	STEP block	LMPTP inh
CCC1CN2CCc3cc(OC)c(OC)cc3C2CC1CC1NCCc2c1[nH]c1ccc(O)cc21 (stereo not given)	-0.3	i	-3	2	-13	-5	-8	-1	0	10
O=P1(NC2CCCC2)COc2ccccc2OC1	-0.7	i	-2	-10	3	-1	-4	-4	-1	-1.2
O=C(Cn1ncc2c3ccccc3n(Cc3ccccc3F)c2c1=O)N1CCC2(CC1)OCCO2	-0.3	i	-4	-12	-3	-3	2	-23	-2	-0.4
CC1(C)CN=C(NCc2ccccc2Cl)S1	-0.8	i	-6	-3	-1	-1	0	-113	0	-1.7
Cc1cc(OCC(=O)N2CCC(C(=O)O)CC2)c2c3c(c(=O)oc2c1)CCC3	1.1	i	1	-4	-5	3	-7	0	2	-2.7
CCN1C(=O)NC(=O)C2(CCCC2)C1=O	-0.2	i	1	-8	5	-2	4	-2	-3	-0.6
O=C(OC1CC2CCC(N2)C1C(=O)O)c1ccccc1 (stereo not given)	0.2	i	0	-6	-1	3	1	-14	12	-0.8
CN1CCC(OC(=O)C2c3ccccc3Oc3ccccc32)CC1	-0.5	i	1	-7	6	-3	2	-10	2	-1.8
O=C(CCC(=O)N1C[C@H]2C[C@@H](C1)c1cccc(=O)n1C2)NCc1ccc(F)cc1	0.6	i	3	-12	2	1	-5	8	-2	-0.9
O=C(Nc1cccc(Cl)c1)OC1CN2CCC1CC2 (stereo not given)	0.4	i	-2	-15	-2	-2	5	-3	-1	3.1
COc1cccc(N2CCN(Cc3ccc(Cl)cc3)CC2)c1	-0.8	i	-1	1	-3	-2	-3	16	-2	-1.1
COC(=O)C1=Nc2ccccc2/C1=C\c1c(O)n(-c2ccc(OC)cc2)c(=O)[nH]c1=O	-0.3	i	4	-4	3	-4	4	5	2	-0.5
O=C1NCN(c2ccccc2)C12CCN(C(c1cc3ccccc3o1)c1nnnn1C1CCCC1)CC2 (stereo not given)	-0.5	i	17	x	-16	-12	8	-11	2	4.0
CC(ON1CC1(C(F)(F)F)C(F)(F)F)(C(N)=O)C(N)=O (stereo not given)	0.6	i	3	-5	0	4	0	-2	0	-0.7
Clc1ccc(OCC#CCN2CCCCCC2)cc1	-0.3	i	-12	-4	-2	2	-7	-7	1	-1.0
C[C@H]1CCCC(=O)CCC/C=C/c2cc(O)cc(O)c2C(=O)O1	0.2	i	15	-9	-1	1	-1	2	-4	-0.3
CCN(CCNc1ccc([N+](=O)[O-])c2cccnc12)S(=O)(=O)c1ccc(Cl)cc1	0.2	i	-5	-9	-9	-7	1	3	4	3.5
COc1cccc(CCNCc2cccc(C(F)(F)F)c2)c1	-1.3	i	-6	-1	1	-1	0	5	0	-2.3
CCc1cccc(CC)c1N(COC)C(=O)CCl	-0.4	i	-4	4	1	1	1	2	-2	-1.4
COC(=O)C1=C(c2ccc(OC(F)(F)F)cc2)C[C@@H]2CC[C@H]1N2C(=O)NCCO	-0.2	i	2	-11	4	-1	-5	-10	-5	-1.3
Cc1[nH]c2ccccc2c1C(=O)C(=O)N1CCC2(CC1)OCCO2	-0.6	i	1	-7	0	-4	-5	-1	-2	0.3
CC1(C)C2([N+](=O)[O-])CN3CC1([N+](=O)[O-])CN(C2)C3c1ccccn1 (stereo not given)	-0.6	i	-8	-5	1	4	0	-22	1	-2.0
O=c1c2ccccc2nc(-c2ccccc2F)n1-c1ccccc1	-0.4	i	0	-2	4	1	4	7	0	-0.4
Cc1cccc(N2CCN(CCc3ccccc3)CC2)c1C	-0.8	i	-7	-1	0	3	-4	-8	-5	-1.9
COC(=O)C1=C(c2ccc(C(C)=O)cc2)C[C@@H]2CC[C@H]1N2C(=O)NC1CCCCC1	-0.3	i	-8	0	6	-1	-4	0	-2	-0.9
CCc1ccc(N2C(=O)NC(=O)/C(=C\c3cc(C)n(-c4cc(C(=O)O)cc(C(=O)O)c4)c3C)C2=O)cc1	-1.4	i	-1	36	73*	18	24	4	13	-1.2
COC(=O)C1=C(c2ccc(-c3ccccc3)c(F)c2)C[C@@H]2CC[C@H]1N2C(=O)NCc1ccco1	0.3	i	4	-11	-16	8	8	2	-1	1.6
COC(=O)C1=C(c2cccc(OCc3ccccc3)c2)C[C@@H]2CC[C@H]1N2C	-1.0	i	-12	x	5	5	3	8	2	-1.4
COc1ccc(C(C)=O)cc1CC(C(=O)c1ccc(Br)cc1)N(C)C (stereo not given)	-1.2	i	-8	-7	8	0	-4	-18	-1	-0.7
COc1ccc(-n2c(C)cc(C(=O)C[N+]34CCN(CC3)CC4)c2C)cc1	1.1	i	4	21	-8	-2	2	-99	1	0.3

Some entries already given with just Scp-1 inhibitor, DNMT1 block and NadD inh.
smiles	Scp-1 inhibitor	DNMT1 block	NadD inh
Cc1[nH]c2ccccc2c1C(=O)C(=O)N1CCC2(CC1)OCCO2	-7	0	1
CC1(C)C2([N+](=O)[O-])CN3CC1([N+](=O)[O-])CN(C2)C3c1ccccn1 (stereo not given)	-5	1	-8
O=c1c2ccccc2nc(-c2ccccc2F)n1-c1ccccc1	-2	4	0
Cc1cccc(N2CCN(CCc3ccccc3)CC2)c1C	-1	0	-7
COC(=O)C1=C(c2ccc(C(C)=O)cc2)C[C@@H]2CC[C@H]1N2C(=O)NC1CCCCC1	0	6	-8
CCc1ccc(N2C(=O)NC(=O)/C(=C\c3cc(C)n(-c4cc(C(=O)O)cc(C(=O)O)c4)c3C)C2=O)cc1	36	73*	-1
COC(=O)C1=C(c2ccc(-c3ccccc3)c(F)c2)C[C@@H]2CC[C@H]1N2C(=O)NCc1ccco1	-11	-16	4

Complete entries as entered above:
COc1ccc(-n2c(C)cc(C(=O)C[N+]34CCN(CC3)CC4)c2C)cc1 in the list: TbMetRS inhib = 1.1; Rpn11 inh = i; NadD inh = 4; Scp-1 inhibitor = 21; DNMT1 block = -8; SUMO1-SIM PPI = -2; CSN inh = 2; PABP1 MLLE inh = -99; STEP block = 1; LMPTP inh = 0.3
CC1(C)C2([N+](=O)[O-])CN3CC1([N+](=O)[O-])CN(C2)C3c1ccccn1 (stereo not given) in the list: TbMetRS inhib = -0.6; Rpn11 inh = i; NadD inh = -8; Scp-1 inhibitor = -5; DNMT1 block = 1; SUMO1-SIM PPI = 4; CSN inh = 0; PABP1 MLLE inh = -22; STEP block = 1; LMPTP inh = -2.0

Further records.
SMILES	TbMetRS inhib	Rpn11 inh	NadD inh	Scp-1 inhibitor	DNMT1 block	SUMO1-SIM PPI	CSN inh	PABP1 MLLE inh	STEP block	LMPTP inh
COc1cccc(C2CC3C(=O)C=CC2N3Cc2ccccc2)c1 (stereo not given)	-0.4	i	-2	-5	-5	1	4	17	0	-1.1
COc1ccc(F)cc1C(=O)C1CCCN(Cc2cnc(C)s2)C1 (stereo not given)	-0.6	i	1	-4	-4	-1	0	0	-1	0.5
O=C(c1ccc(CS(=O)(=O)c2ccccc2)o1)N1CCC2(CC1)OCCO2	-0.6	i	1	19	24	6	6	-2	5	-0.1
CCCCn1c(=O)c(C(=O)NCc2ccncc2)c(O)c2ccccc21	-0.4	i	11	-18	4	4	4	7	0	1.5
CN1C2CCC1CC(OC(=O)c1ccc([N+](=O)[O-])cc1)C2 (stereo not given)	-1.2	i	2	-8	2	-29	1	-7	0	-0.5
O=C1NC(=O)C(=Cc2cc([N+](=O)[O-])ccc2N2CCCCC2)C(=O)N1	0.0	i	2	-1	1	5	6	9	2	1.6
O=c1[nH]c(=O)n(C2CCCCCC2)c(O)c1C=NCC1CCCO1 (stereo not given)	-1.6	i	-1	-5	-5	-1	0	2	0	-1.1
C[C@]12C[C@H](O)[C@@H](O)CC1=CCC1C2CC[C@@]2(C)C1CC[C@@H]2O (stereo not given in full)	0.2	i	-1	-7	3	4	-3	3	0	2.5
C=CCN1C(=O)NC(=O)/C(=C/c2ccc(N(C)C)c(Br)c2)C1=O	-0.4	i	0	-1	-1	3	-5	10	-1	-0.1
CCCCn1c(=O)c(C(=O)Nc2ccc(C)cn2)c(O)c2ccccc21	-1.0	i	14	2	1	3	-2	-4	0	-0.5
O=C(c1cc(F)ccc1F)C1CCCN(Cc2cc(Cl)ccc2O)C1 (stereo not given)	0.3	i	0	-4	3	7	2	6	0	-0.3
Cc1cc(C)cc(N2C(=O)NC(=O)/C(=C\C=C\c3ccco3)C2=O)c1	-1.3	i	6	4	74*	4	59*	-83	2	1.9
CCC(=O)N1N=C(c2c(O)n(CCc3ccccc3)c(=O)[nH]c2=O)CC1c1ccc(OC)c(OC)c1 (stereo not given)	0.1	i	14	-11	-2	7	-2	0	2	-1.4
CC(C)Cc1nnc(NC(=O)CCC(=O)N2CCN(CCOC(c3ccccc3)c3ccccc3)CC2)s1	0.0	i	-4	-9	-8	3	-4	6	0	-0.4
O=P(Oc1ccc(Cl)cc1)(N1CC1)N1CC1	-0.3	i	-1	-8	1	0	2	1	5	-3.0
CCCNC(=O)N1[C@H]2CC[C@@H]1C(C(=O)OC)=C(c1ccc(Cl)c(C(F)(F)F)c1)C2	-0.5	i	2	8	0	-1	-3	-5	-1	1.8
Cc1nc2ccc(Cl)cc2c(=O)n1-c1ccccc1Cl	-0.3	i	-2	-2	1	2	-2	-1	1	0.4
CN(C)C1(CNC(=O)c2cc(S(=O)(=O)N3CCOCC3)c(Cl)cc2Cl)CCCCC1	-0.3	i	-1	-1	1	6	-1	6	-1	-1.0
CC1N=C(c2ccccc2)c2cc(Br)ccc2NC1=O (stereo not given)	0.3	i	-5	7	-2	-1	2	2	3	-0.6
COc1ccccc1-n1c(-c2ccccc2Cl)nc2ccccc2c1=O	-0.2	i	-2	-13	-1	2	2	-10	-1	1.2

Source: PubChem BioAssay (several laboratories)

This is a subset; rates above refer to the full screens.
